Ba/F3 V617F tox: lowers viability of Ba/F3 cells expressing EpoR and JAK2V617F | ATP luminescence | inhibition, % at 5.6 µM | 1.1% of 220,000 active | AID 1446;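 active = inhibition above the campaign mean plus 3 SD over all tested compounds, cut at about 24% in these data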;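 note: cytokine-independent growth of Ba/F3 cells driven by EpoR plus mutant JAK2; 0% = DMSO-treated cells and 100% = JAK inhibitor I control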
PERK inh: blocks human PERK kinase; inhibition, % at 5.6 µM; CHO PERK-DD fusion, SEAP luminescence translation reporter; AID 1416; 0.17% of 220,000 active;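 active = inhibition above the mean inhibition of all tested compounds plus 3 SD, set separately per screening campaign, cut at about 2.9% in these data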;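 note: PERK kinase domain activated by AP20187 dimerizer at 100 nM; 0% = DMSO with dimerizer and 100% = rapamycin at 8.4 µM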
MDM2 E3 inh: inhibitors of human Mdm2 E3 ubiquitin ligase | signal enhancement, % at 5 µM | AID 1230 | 0.11% of 210,000 active | cell-based MDM2 ubiquitination luciferase reporter, 2 h; 0 = plate control, 100 = twice control, blank-subtracted;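 active = signal enhancement of 30% or more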;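 note: luminescence tracks abundance of the self-degrading MDM2-luciferase fusion protein; higher signal means inhibition of MDM2 E3 ligase activity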
Target sequence (Q00987 whole entry, looked up, the tested form may be a part): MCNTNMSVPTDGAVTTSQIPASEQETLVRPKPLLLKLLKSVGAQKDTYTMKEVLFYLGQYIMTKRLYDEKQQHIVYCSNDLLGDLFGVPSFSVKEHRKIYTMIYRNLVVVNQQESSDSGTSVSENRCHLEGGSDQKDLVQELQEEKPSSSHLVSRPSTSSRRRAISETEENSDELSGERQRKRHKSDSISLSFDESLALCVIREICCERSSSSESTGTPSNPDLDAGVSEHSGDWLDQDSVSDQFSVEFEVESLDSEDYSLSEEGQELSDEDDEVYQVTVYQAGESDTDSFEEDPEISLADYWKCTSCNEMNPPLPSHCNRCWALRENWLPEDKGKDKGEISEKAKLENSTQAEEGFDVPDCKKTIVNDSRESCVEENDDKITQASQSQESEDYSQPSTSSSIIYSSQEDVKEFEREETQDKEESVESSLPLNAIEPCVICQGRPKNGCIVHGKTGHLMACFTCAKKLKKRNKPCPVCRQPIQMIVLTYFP
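Timing – 2 h compound exposure at 37 °C · Assay system – mammalian cells stably expressing self-ubiquitinating, self-degrading MDM2 E3–luciferase fusion · Amount – 2000 cells seeded into each well · Measure – % luminescence enhancement versus blank-corrected plate control mean · Measured by – SteadyLite luminescence, 15 min reagent step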
S1P4 antag: human S1P4 receptor antagonism; 0.26% of 220,000 active; inhibition, % at 4.98 µM; S1P4-expressing cells, antagonist mode, reporter read-out; in the data active = inhibition above about 29%;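 note: 0% = wells stimulated with agonist and 100% = vehicle wells without agonist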
Target sequence (O95977 whole entry, looked up): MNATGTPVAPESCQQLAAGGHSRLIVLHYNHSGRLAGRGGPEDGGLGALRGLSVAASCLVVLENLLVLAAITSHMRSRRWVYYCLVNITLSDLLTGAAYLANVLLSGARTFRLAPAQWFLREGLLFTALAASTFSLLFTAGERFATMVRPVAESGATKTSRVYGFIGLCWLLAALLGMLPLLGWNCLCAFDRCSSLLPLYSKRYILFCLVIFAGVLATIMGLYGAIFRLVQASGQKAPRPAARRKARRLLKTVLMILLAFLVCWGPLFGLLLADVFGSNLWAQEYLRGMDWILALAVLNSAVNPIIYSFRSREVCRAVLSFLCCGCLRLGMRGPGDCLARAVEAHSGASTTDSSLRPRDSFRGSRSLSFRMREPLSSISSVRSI
eIF4E-4G inh: blocks eIF4E binding to eIF4G; TR-FRET eIF4E-eIF4GI(517-606) binding, 2 h; 0.37% of 220,000 active; inhibition, % at 21.7 µM; P63073+Q04637;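 active = inhibition above about 30%, limit read from the data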;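 note: 0% = full FRET control wells and 100% = background wells lacking eIF4GI fragment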
Wee1 degr inh: human Wee1 degradation inhibition, primary screen; HeLa Luc-Wee1K328M stability, luciferase luminescence; 100% = proteasome inhibitor MG132 effect; reporter increase, % at 5 µM; P30291; 1.2% of 220,000 active;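 active = activation above the mean of all tested compounds plus 3 SD, set per screening run, cut at about 8.8% in these data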;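 note: cells exposed to compound for 20 h before luminescence read; 0% = DMSO alone and 100% = MG132 at 30 µM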
NPY2 pot ag: potentiators or agonists of human neuropeptide Y receptor Y2 | 0.45% of 220,000 active | cells expressing NPY-Y2, potentiator/agonist read-out | activation, % at 3.6 µM | P49146; in the data active = activation above about 27%;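 note: cells stimulated with NPY near EC25 plus isoproterenol at EC100; 0% = vehicle plus submaximal agonist and 100% = vehicle plus saturating agonist; some results beyond the cut were filed as inactive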
BaF3 tox: parental Ba/F3 viability inhibition as JAK2V617F counter-screen | CellTiter-Glo ATP luminescence | inhibition, % at 5.6 µM | 1.1% of 220,000 active | AID 1486;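 active = inhibition above a per-campaign cutoff, the mean inhibition of all tested compounds plus 3 SD, cut at about 27% in these data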;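 note: 0% = DMSO wells and 100% = JAK Inhibitor I control wells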
S1P4 ag: agonists of human S1P4 receptor; S1P4-expressing cell line, agonist reporter assay; activation, % at 4.98 µM; O95977; 0.35% of 220,000 active; in the data active = activation above about 11%;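 note: 0% = DMSO vehicle and 100% = reference agonist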
* = called active by the depositor; . = no result given; [ ] = remark or other dose.

canonical_smiles	Ba/F3 V617F tox	PERK inh	BaF3 tox	MDM2 E3 inh	S1P4 antag	eIF4E-4G inh	S1P4 ag	NPY2 pot ag	Wee1 degr inh
Cc1c(Cl)cccc1NC(=S)N1CCN(Cc2ccccc2)CC1	-6	1.2	-1	-21	0	0	2.4	3	0
Cc1cc(C)n(NC(=S)NC2CCCC2)c(=O)c1C#N	-3	-0.1	4	-1	4	-7	1.4	15	4
CCNc1cc(S(=O)(=O)C(F)(F)F)ccc1N	2	0.6	7	-8	-11	2	0.3	-8	0
CCc1nnc(NC(=O)c2ccc(-c3cccc(C(F)(F)F)c3)o2)s1	-3	0.3	0	-14	-23	-19	-0.5	11	-2
COc1cccc(NC(=O)CN2CCSc3ccccc32)c1	2	0.5	7	-82	-12	2	0.3	-8	0
COc1cccc(C(=O)C2=NN(C(C)=O)CC2c2ccco2)c1 (centres undefined)	-5	1.5	38*	-15	-16	-3	-0.5	8	-1
Cc1ccc(C2C(C#N)=C(N)Oc3nc(-c4ccccc4)[nH]c32)o1 (centres undefined)	0	-0.2	4	-23	-1	1	-0.4	-4	-1
CCOC(=O)c1sc(NC(=O)c2ccc(CC)s2)nc1C	-1	1.6	3	-27	-27	-1	-2.3	7	4
Cc1sc(N/N=C/c2cc([N+](=O)[O-])ccc2O)nc1-c1ccccc1	4	-0.3	2	-12	-16	-2	-1.6	5	-2
Fc1ccc(NC(=S)Nc2cccnc2)c(F)c1F	-3	1.0	0	-5	-1	2	1.1	16	9.5*
CCCNC(=O)Cn1c(=O)n(C)c2ccccc21	-5	0.3	1	0	9	3	-1.7	-23	-2
O=C(CCOc1ccccc1)OCC(=O)c1cc2ccccc2o1	-2	0.9	0	-7	5	-7	2.6	-7	4
CC(C)C(=O)NCCc1c[nH]c2ccccc12	-2	0.5	6	-7	-4	2[fluorescence artefact?]	0.3	-4	3
CCOC(=O)c1c(N=CN(C)C)c(C#N)c2n1CCCC2	-4	-0.4	1	-3	-10	3	1.2	-5	2
COc1ccc(NC(=O)CC2C(=O)N(C)C(=S)N2Cc2ccc3c(c2)OCO3)cc1 (centres undefined)	-1	-0.1	4	4	-9	23[fluorescence artefact?]	0.7	13	3

Later entries
canonical_smiles	Ba/F3 V617F tox	PERK inh	BaF3 tox	MDM2 E3 inh	S1P4 antag	eIF4E-4G inh	S1P4 ag	NPY2 pot ag	Wee1 degr inh
CCCC[C@@H]1C[C@H]1[C@@H](NC(=O)c1ccccc1)c1ccccc1C(F)(F)F	4	-0.7	7	.	9	2	0.1	-5	0
CC(=O)N1CCN(c2ccc([N+](=O)[O-])cc2)CC1	6	-0.1	7	-14	-17	3	0.0	-11	-4
O=C1N=C(C=c2ccc(=Cc3[nH]c(=O)[nH]c3O)cc2)C(=O)N1	-3	1.5	0	-12	18	-2	-2.2	-5	0
COc1ccc(/C=N/NC(=O)CC(=O)N/N=C/c2ccc(OC)cc2)cc1	-4	0.5	-1	-3	-13	1	0.4	16	-2
CC(=O)Nc1ccc(S(=O)(=O)NCCCN2CCN(Cc3ccccc3)CC2)cc1Cl	-2	-0.9	2	-12	7	6	-0.7	-23	-2
O=C(COC(=O)CNS(=O)(=O)c1c(Cl)cccc1Cl)Nc1cccnc1Cl	4	0.2	2	-8	0	-9	3.1	4	1
COCc1cc(=O)[nH]c(Nc2nc(C)c3cc(OC)ccc3n2)n1	-3	0.1	4	-28	-16	1	0.7	-3	-2
Cc1ccnc(NS(=O)(=O)c2ccc(NC(=O)c3ccc4c(c3)OCCO4)cc2)n1	-3	1.1	1	0	4	-1	-0.3	1	2
O=C(NCc1ccco1)c1ccc2c(c1)N(Cc1ccc(Cl)cc1)CCS2	0	1.3	-11	.	-16	-4	-0.5	-1	-3
Cc1ccc(-c2nnc(COc3cccc(-n4cnnn4)c3)o2)cc1	-3	0.5	4	-37	-7	12[fluorescence artefact?]	0.9	-10	-2
CN1CCN(CC(=O)C23CC4CC(CC(C4)C2)C3)CC1	-3	-0.5	-2	-9	-16	-3[fluorescence artefact?]	0.0	-5	-1
O=C(CCCSc1nc2ccccc2s1)Nc1nccs1	4	-0.7	3	-12	-11	-11	4.0	-1	-2
CCOC(=O)C1CCN(C(=O)CSc2cc(=O)n(CC)c3ccccc23)CC1	2	-1.0	1	-16	-15	-6	-0.8	-4	0
Cc1ccc(CNS(=O)(=O)/C=C/c2ccc3c(c2)OCO3)cc1	6	0.8	13	-3	-9	5	-1.1	-34	-3
CCOc1ccccc1C1CC(=O)NC2=C1C(=O)CC(C)(C)C2 (centres undefined)	-1	-0.6	-1	-12	6	2	-0.9	6	0

The list goes on.
canonical_smiles	Ba/F3 V617F tox	PERK inh	BaF3 tox	MDM2 E3 inh	S1P4 antag	eIF4E-4G inh	S1P4 ag	NPY2 pot ag	Wee1 degr inh
CN(C)c1ccc(CN2CCC(C(N)=O)CC2)cc1	-1	2.5	4	-8	4	5	-0.2	9	1
CCNC(=O)O/N=C(\C)c1sc(-c2ccc(Cl)cc2)nc1C	8	-1.1	17	-18	7	1[fluorescence artefact?]	-1.8	-15	1
Cc1nnc(NC(=O)C2CCN(S(=O)(=O)c3ccc(Cl)cc3)CC2)s1	3	-0.7	5	-10	-34	-1	0.5	-1	4
Cc1cc(N2CCN(c3ccc(F)cc3)CC2)n2ncnc2n1	-3	0.7	-2	.	-3	-4	-0.5	-14	-2
Cc1cccc(NC(=S)c2nc3ccccc3s2)c1	-3	1.4	1	-39	-6	0	1.5	-4	3
CC(NC(=O)c1ccco1)C(c1cccs1)N1CCN(c2ccccc2F)CC1 (centres undefined)	-2	0.5	2	-12	-8	0	0.3	10	-1
O=C(CCNC(=O)c1ccc([N+](=O)[O-])cc1)N/N=C/c1ccc(F)cc1	-4	1.2	1	-4	-18	0	-0.4	-13	0
Cc1ccc(-c2nnn(CC(=O)N(CC(=O)NC3CCCC3)c3cnc4ccccc4c3)n2)o1	-1	-0.8	2	-1	-13	3	1.6	12	-2
Cc1cccc(NC(=S)N2CCCN(c3ncccc3[N+](=O)[O-])CC2)c1	-2	-0.3	0	-12	-1	3	1.6	-18	-2
Cc1cc(C)c2nc(SCC(=O)Nc3ccc(S(=O)(=O)N4CCCC4)cc3)c(C)cc2c1	-3	-0.7	3	-9	-2	-15	0.4	4	1
CN(C)/C=N/c1ncc(C(=O)c2ccc(Cl)cc2)s1	-4	-0.3	-2	-4	-15	-8	0.0	5	-1
O=C(/C=C/c1ccco1)NC(=S)Nc1nc(-c2ccc(Cl)cc2)cs1	0	0.0	3	-6	-5	2	1.4	14	-1
Cc1cc(C)c(C#N)c(N2CCCC(C(N)=O)C2)n1 (centres undefined)	1	1.8	3	14	-4	3	0.5	-3	1
O=c1c2ccccc2nc(COc2ccccc2)n1/N=C/c1c[nH]c2ccccc12	0	0.4	4	-10	-8	-3	2.5	2	-1
Cc1cc(C)cc(N=C2NC(=O)/C(=C/c3cccs3)S2)c1	-1	0.3	9	4	-13	2[fluorescence artefact?]	-0.1	-7	-1

Ten neighbouring compounds already listed, for reference:
canonical_smiles	Ba/F3 V617F tox	PERK inh	BaF3 tox	MDM2 E3 inh	S1P4 antag	eIF4E-4G inh	S1P4 ag	NPY2 pot ag	Wee1 degr inh
CN(C)c1ccc(CN2CCC(C(N)=O)CC2)cc1	-1	2.5	4	-8	4	5	-0.2	9	1
CCNC(=O)O/N=C(\C)c1sc(-c2ccc(Cl)cc2)nc1C	8	-1.1	17	-18	7	1[fluorescence artefact?]	-1.8	-15	1
Cc1nnc(NC(=O)C2CCN(S(=O)(=O)c3ccc(Cl)cc3)CC2)s1	3	-0.7	5	-10	-34	-1	0.5	-1	4
Cc1cc(N2CCN(c3ccc(F)cc3)CC2)n2ncnc2n1	-3	0.7	-2	.	-3	-4	-0.5	-14	-2
Cc1cccc(NC(=S)c2nc3ccccc3s2)c1	-3	1.4	1	-39	-6	0	1.5	-4	3
CC(NC(=O)c1ccco1)C(c1cccs1)N1CCN(c2ccccc2F)CC1 (centres undefined)	-2	0.5	2	-12	-8	0	0.3	10	-1
O=C(CCNC(=O)c1ccc([N+](=O)[O-])cc1)N/N=C/c1ccc(F)cc1	-4	1.2	1	-4	-18	0	-0.4	-13	0
Cc1ccc(-c2nnn(CC(=O)N(CC(=O)NC3CCCC3)c3cnc4ccccc4c3)n2)o1	-1	-0.8	2	-1	-13	3	1.6	12	-2
Cc1cccc(NC(=S)N2CCCN(c3ncccc3[N+](=O)[O-])CC2)c1	-2	-0.3	0	-12	-1	3	1.6	-18	-2
Cc1cc(C)c2nc(SCC(=O)Nc3ccc(S(=O)(=O)N4CCCC4)cc3)c(C)cc2c1	-3	-0.7	3	-9	-2	-15	0.4	4	1

Additional results.
canonical_smiles	Ba/F3 V617F tox	PERK inh	BaF3 tox	MDM2 E3 inh	S1P4 antag	eIF4E-4G inh	S1P4 ag	NPY2 pot ag	Wee1 degr inh
O=C(Nc1ccccc1C(=O)NCc1ccc(Cl)cc1)c1ccco1	-4	-1.4	4	-13	-10	-8	-7.3	-17	-1
CCCn1c(SCC(=O)Nc2cc(Cl)ccc2OC)n[nH]c1=O	-1	-0.9	4	-3	-16	-3	-1.1	-5	-2
Cc1nn(CC(C)C)c(=S)[nH]c1=O	1	-0.2	1	0	-9	-6	-0.2	-11	2
CC(C)C(=O)Nc1cccc(C(=O)NCc2ccc3c(c2)OCO3)c1	1	-0.7	0	-11	-6	1	-0.4	-3	1
COc1cc(CN2CCN(S(=O)(=O)c3ccc(F)cc3)CC2)cc(OC)c1OC	2	-0.4	0	-4	7	3[fluorescence artefact?]	-0.2	6	-4
Cc1ccc(NS(=O)(=O)N(C)C)cc1	-2	0.5	4	2	-4	2	-0.9	-3	9.8*
O=c1cc(CN2CCN(Cc3ccccc3)CC2)c2cc(Cl)ccc2o1	-4	0.7	2	-5	-8	11	-0.6	4	-2
CSCC(=O)N1CCCC(CNC(=O)c2ccc(-c3ccccc3)cc2)C1 (centres undefined)	2	-1.6	8	-9	6	3	1.9	0	2
CCc1c(C)c2ccc(OCC(N)=O)cc2oc1=O	4	0.1	3	-12	-8	11	2.3	-13	-2
CCCCCOc1ccc(C(=O)NC(C(=O)O)C(C)C)cc1 (centres undefined)	0	1.7	3	-2	6	-1[fluorescence artefact?]	0.2	4	-3
CCOC(=O)c1ccc(Cn2cnc3ccccc3c2=O)cc1	2	-1.2	5	-3	-7	-2	-0.8	-13	0
O=C(COC(=O)c1ccc(NS(=O)(=O)c2ccc3c(c2)OCCO3)cc1)NC1CC1	-3	1.6	3	1	-23	2	-0.5	2	-2
COc1ccccc1CNC(=O)CSc1nnc2c(Cl)cc(C(F)(F)F)cn12	-1	-1.0	3	.	-16	0[fluorescence artefact?]	-0.2	2	3
CCCCn1[nH]c(-c2ccccc2)cc1=O	0	0.6	2	7	-1	14	-0.3	-19	-1
CCCn1c(NCc2cc(OC)ccc2OC)nc2ccccc21	3	-1.1	4	-4	6	-14[fluorescence artefact?]	0.6	-17	2
Cc1cc2nc(C(F)(F)F)cc(-c3cccs3)n2n1	-2	0.6	2	-9	-17	-1	1.3	-7	1
O=C(CN1C(=O)C2C3C=CC(C4CC34)C2C1=O)Nc1cccc2ncccc12 (centres undefined)	-1	0.1	2	0	-2	1	0.4	-9	-4
Cc1ccc(Cl)cc1NC(=O)CCCN1C(=O)c2cccnc2C1=O	5	0.6	5	-24	-12	2	-1.1	-7	1

This is a random part of the collection (roughly 4.1% active in at least one column).
